# Source: PubChem
# S3 lipid droplet – qHTS Assay for Lipid Storage Modulators in Drosophila S3 Cells. Drosophila S3 cells, BODIPY lipid droplet fluorescence, 18-24 h; cells fed with added oleic acid. Potency in µM for hits, for the others lipid storage change, negative = inhibition, % at the top dose, mostly 46.1 µM. 320,000 compounds, 0.64% hits. AID 2685; active means well fitted inhibition curve with a large enough effect in the signal ratio, with a control signal flat, not every such curve was filed as active; inconclusive means small, poorly fitted or top-dose-only effect, or effect the other way, or a change in a side signal; the % refers to the signal ratio
#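 Drosophila S3 cells got compounds at several concentrations plus oleic acid (400 uM solution). Laser-scanning cytometry with 488 nm excitation read lipid droplets at 500-530 nm and cells at 575-640 nm. Percent activity was relative to 20 uM Triacsin C.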
# S3 lipid droplet cell count max – recorded beside S3 lipid droplet, whose call it bears; cell number change, %; measured here: cell count max response;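 cells counted by Cell Tracker Red CMTPX staining in the red channel; peak over a dose series mostly up to 46.1 µM; percent activity relative to internal control wells on each plate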
# An asterisk follows results filed as active; i = inactive; ? = inconclusive; . = no result given; [ ] = dose if it differs, or a comment. On the % scale 0 is the no-effect control and ±100 the full control effect; potency means the concentration at half of the fitted maximal effect. Some of the compounds tested, so the mix of outcomes need not match the whole.
# Value order: S3 lipid droplet	S3 lipid droplet cell count max
- CC(C)(C)c1cc(CCC(=O)NNC(=S)NC(=O)c2ccccc2)cc(C(C)(C)C)c1O
→ ?	.
- COc1ccc(C)cc1NC(=O)c1ccccc1NS(=O)(=O)c1ccc(Cl)s1
→ 10%	.
- O=C(CCNC(=O)c1ccccc1Cl)NCc1ccncc1
→ ?	.
- O=C(O)CSc1nc2c(c(=O)[nH]1)CCCC2
→ 7%	-12
- CC(=O)c1sc2nc(-c3cccs3)ccc2c1N
→ ?	.
- COc1ccc(CNC(=O)COc2ccc(OC)cc2)cc1
→ -7%	-6
- COc1cc(/C=N/Nc2ccc([N+](=O)[O-])cn2)cc(OC)c1O
→ ?	.
- COc1ccc(C2CC(c3ccccc3Cl)Nc3ncnn32)cc1OC (stereo not drawn)
→ ?	.
- Cc1nc2ccccc2c2c1C(=O)N(c1cccc(C(=O)O)c1)C2=O
→ ?	.
- Cc1cn(C2CCC(CO)O2)c(=O)[nH]c1=O (stereo not drawn)
→ i	27
- COc1cc(NC(=S)NCCCN2CCOCC2)c(OC)cc1Cl
→ ?	.
- Cc1cc(N(C)C)ccc1N=Nc1ccc2ncccc2c1
→ ?	.
- O=S(NCc1ccccc1)C12CC3CC(CC(C3)C1)C2 (stereo not drawn)
→ 21%	-8
- O=C(Cn1cc(C(=O)C(F)(F)F)c2cc(Br)ccc21)N1CCOCC1
→ 18%[9.22 µM]	13
- C=CCNC(=O)C1=NN(c2c(F)c(F)cc(F)c2F)C(=O)CC1
→ 12%	-12
- COc1ccc(N(CN2C(=O)c3ccccc3C2=O)C(=O)C(C)C)cc1
→ i	-5
- CN(C)c1ccc(NC(=S)c2ccc3ccccc3n2)cc1
→ ?	.
- COc1ccc(Nc2c3c(nc4ccccc24)CCCC3)cc1OC
→ 7%	-1
- C#Cc1ccc(C(=O)Nc2cc(C(N)=O)ccc2N2CCOCC2)cc1
→ ?	.
- CCN(CC)c1nc2ccccc2n2cnnc12
→ 26%	-13
- Cc1ccc(Nc2nc(CSc3nnnn3-c3ccccc3)cc(=O)[nH]2)cc1
→ i	-19
- O=C(CSc1nnnn1-c1ccccc1)Nc1ncc(Cc2cccc(Cl)c2Cl)s1
→ ?	.
- Cc1cc(C)cc(OCc2ccc(C(=O)O)o2)c1
→ ?	.
- Cc1cc(C)nc(SC2CCCCC2NS(=O)(=O)c2ccc(Cl)cc2)n1 (stereo not drawn)
→ 15%	-1
- COCCn1ccc2c(OCC(=O)NCc3ccccc3)cccc2c1=O
→ -25%	-7
- COc1cc(C(=O)N2CCN(C/C=C/c3ccccc3)CC2)cc(OC)c1OC
→ -3%	-1
- O=C(CSc1nc2ccccc2nc1N1CCCC1)Nc1ccc(F)cc1
→ -17%	7
- CCOC(=O)c1nnn(-c2ccc([N+](=O)[O-])cc2[N+](=O)[O-])c1C
→ ?	.
- CCNC(=S)N(CCc1c(C)[nH]c2ccc(Cl)cc12)Cc1ccco1
→ 0%	-9
- COc1cc(NC(=O)CCc2nnc3ccc(N4CCCC4)nn23)cc(OC)c1OC
→ i	9
- COC(=O)Cn1c(CCS(=O)(=O)c2ccc(Cl)cc2)nc2ccccc21
→ i	7
- Cc1ccc(C(=O)/C=C/c2cn(CN3CCN(C)CC3)c3ccccc23)cc1
→ ?	.
- CSc1ccccc1OCc1cc(C(=O)NCC(C)(C)N2CCOCC2)no1
→ ?	.
- O=C(O)CCCCCNC(=O)C(=O)C1C(=O)Nc2ccccc21 (stereo not drawn)
→ ?	.
- O=C(NCc1ccccc1)C(c1ccco1)N(C(=O)c1csnn1)c1ccccc1F (stereo not drawn)
→ -24%	6
- COc1cc(/C=C2/C(=O)NN(c3ccc(C)c(Cl)c3)C2=O)cc([N+](=O)[O-])c1O
→ ?	.
- CCNC(=O)COc1cccc2ccccc12
→ -1%	-3
- Cc1ccc(Cl)cc1NS(=O)(=O)c1ccc2oc(=O)ccc2c1
→ ?	.
- Cc1ccc(N2CC(C(=O)OCC(=O)Nc3ccccc3F)CC2=O)cc1 (stereo not drawn)
→ ?	.
- Cc1ccc(SCCC(=O)Nc2c(C)n(C)n(-c3ccccc3)c2=O)cc1
→ ?	.
- O=C(Nc1ccc2c(c1)OCO2)C1CC(c2c(F)cccc2Cl)=NO1 (stereo not drawn)
→ ?	.
- CC(C)(C)NC(=O)CN(C(=O)c1ccc(Cl)nc1)c1cccc2ccccc12
→ 14%	1
- CC1CCCCN1C(=S)Nc1ccc(OC(F)F)cc1 (stereo not drawn)
→ 12%	1
- CCOC(=O)c1cnc(-n2nc(C)cc2C)nc1Nc1ccc(C)cc1
→ ?	.
- Cc1cc(C)nc(NS(=O)(=O)c2ccc(NC(=O)CCCN3C(=O)c4ccccc4C3=O)cc2)n1
→ ?	.
- Nn1c(SCc2nc3ccccc3[nH]2)nnc1C1CCCCC1
→ ?	.
- CN1CCN(NC(=S)Nc2ccc(OC(F)F)cc2)CC1
→ ?	.
- COc1ccc(CCN2CC(C(=O)Nc3ccc(S(C)(=O)=O)cc3)CC2=O)cc1OC (stereo not drawn)
→ ?	.
- CCCSc1nc2c(cnn2-c2ccccc2)c(=O)[nH]1
→ ?	.
- CCCCNC(=O)CC1N=C2c3ccccc3N=C(SCC(=O)Nc3ccccc3C)N2C1=O (stereo not drawn)
→ ?	.
- COc1ccc(CN(C)C(=O)CNC(=O)c2ccc3ccccc3c2)c(OC)c1
→ ?	.
- CCN1CCN(CCNC(=O)CCCn2nc(C)c3c(C)n(-c4ccc(C)cc4)nc3c2=O)CC1
→ i	.
- CCCCN(CC)C(=O)CN1C(=O)c2ccccc2C1=O
→ ?	.
- CC(=O)NC(Cc1ccccc1)Cc1ccccc1
→ ?	.
- Cc1cc(=O)oc2cc(OCC(=O)Nc3ccccc3C(=O)O)ccc12
→ ?	.
- S=C(NCCc1ccc(Cl)cc1)NC1CCCCC1
→ ?	.
- O=C(COC(=O)c1cccnc1Nc1cccc(C(F)(F)F)c1)NCCN1C(=O)CSC1=O
→ ?	.
- CC(C)CN(C(=O)COC(=O)c1ccc2ccccc2c1)c1c(N)n(Cc2ccccc2)c(=O)[nH]c1=O
→ ?	.
- Nc1cc2c(cc1Cl)N(Cc1ccccc1)C(=O)CO2
→ ?	.
- N#CC1=C(N)Oc2n[nH]c(-c3cccs3)c2C1c1cccnc1 (stereo not drawn)
→ ?	.

# (further entries)
# Value order: S3 lipid droplet	S3 lipid droplet cell count max
- Cc1cc(Br)cc2cn[nH]c12
→ ?	.
- Cc1cc(Cl)c(S(=O)(=O)NC2CCCCC2)cc1OCC(=O)Nc1nncs1
→ ?	.
- CC(C)COc1ccc(-c2nn(-c3ccccc3)cc2CO)cc1
→ ?	.
- Cc1ccc2nc3c(cc(C#N)c(=O)n3-c3nccs3)c(=O)n2c1
→ 16%	13
- CCCCNC(=S)Nc1ccc2nc(N3CCN(CC)CC3)cc(C)c2c1
→ 1%	-4
- COc1ccc(C(=O)Cn2nc(CNc3ccc(Br)cc3)[n+]3c2CCCCC3)cc1
→ ?	.
- Cc1ccc(CNC(=O)c2ccc(S(=O)(=O)N(C)C)cc2)n1C
→ ?	.
- COC(=O)C1=C(C)N(Cc2ccc(OC)cc2)C(=O)/C1=C\c1ccco1
→ -3%	3
- CCOC(=O)CC/C(=N\NC(N)=O)c1ccc(OC)c(Cl)c1
→ ?	.
- COc1cc(O)oc1C=Nc1ccccc1
→ 6%	1
- COCCN(CCOC)S(=O)(=O)c1ccc(C(=O)Nc2sc3c(c2C(N)=O)CCCCC3)cc1
→ ?	.
- Cn1c(CCCOc2ccc(Cl)cc2Cl)n[nH]c1=S
→ 23%	12
- CCOc1cc(C)nc(N2CCN(C3CCCCC3)CC2)n1
→ ?	.
- COc1ccccc1CN(C)C(=O)c1sccc1-c1ccccc1
→ ?	.
- COc1cc(C)c(S(=O)(=O)n2nnc3ccccc32)cc1C
→ ?	.
- COc1ccc(CNC(=O)c2cc(-c3cc(C)ccc3O)n[nH]2)cc1
→ ?	.
- CCN(CC)CCNC(=O)CCn1c(=S)[nH]c2cc3c(cc2c1=O)OCO3
→ i	.
- Cc1sc2ncn(CC(=O)NCc3ccccc3)c(=O)c2c1C
→ i	16
- O=C(CSc1nnc(CNC(=O)c2cccs2)o1)c1ccccc1
→ ?	.
- CCC(C)[C@H](NC(=O)NCCCOC(C)C)C(=O)OC (stereo partly drawn)
→ ?	.
- c1ccc(CSC2=NCCS2)cc1
→ -2%	3
- COc1ccc(CCCc2nnc(SCC(=O)Nc3cc(C)c(C)cc3Br)o2)cc1
→ ?	.
- COc1ccc(-n2c(O)c(C=NC3CC3)c(=O)[nH]c2=O)cc1
→ ?	.
- O=C(O)CC1S/C(=N\N=C/c2ccccc2)N(c2ccc(O)cc2)C1=O (stereo not drawn)
→ 10%	5
- COc1cc(C(=O)NC(=S)NNC(=O)[C@H]2C[C@@H]2c2ccccc2)cc(OC)c1OC
→ 14%	6
- CC(OC(=O)CNS(=O)(=O)/C=C/c1ccccc1)C(=O)Nc1ccc(S(=O)(=O)N2CCCC2)cc1 (stereo not drawn)
→ ?	.
- CCN(CC)CCNCc1cc(Cl)ccc1OCc1ccccc1F
→ ?	.
- COc1ccc(/C=C/C(=O)NC(C)(C)C)cc1S(=O)(=O)N1CCOCC1
→ 2%	-3
- CCOC(=O)C1CCN(c2cc3c(cc2NC(=O)c2ccc(F)cc2)n(C)c(=O)n3C)CC1
→ i	-9
- COc1cc2c(cc1OC)C(c1ccccc1O)N(C1CC(=O)N(c3ccccc3)C1=O)CC2 (stereo not drawn)
→ ?	.
- N#CCC(=O)N/N=C/c1ccc(OS(=O)(=O)c2ccccc2)cc1
→ ?	.
- COc1ccc(-c2cnnn2-c2ccc(NC(=O)/C=C/c3ccc(OC)c(OC)c3)cc2)cc1
→ 10%	2
- Cc1cc2c(=O)n(Cc3ccco3)c(SCC(=O)NCc3ccco3)nc2s1
→ ?	.
- Cc1nnc(SCC(=O)Nc2ncc(S(=O)(=O)c3ccc([N+](=O)[O-])cc3)s2)s1
→ 6%	1
- COC(=O)c1[nH]c2ccc(Br)cc2c1NC(=O)CN1CCCCC1CCO (stereo not drawn)
→ 4%	-1
- COc1ccc(-c2csc(/C(C#N)=C\c3cccc([N+](=O)[O-])c3)n2)cc1
→ 19%	17
- Cc1ccc(NC(=O)CN2CCC(C(=O)c3ccc(F)cc3)CC2)cc1
→ -2%	-6
- CC(C(=O)NCCN1C(=O)S/C(=C\c2cccs2)C1=O)N1C(=O)c2ccccc2C1=O (stereo not drawn)
→ ?	.
- Cc1cccn2cc(CNS(=O)(=O)c3ccc4ccccc4c3)nc12
→ ?	.
- CC1Sc2ccc(S(=O)(=O)N3CCC(C(=O)Nc4cccc(Cl)c4)CC3)cc2NC1=O (stereo not drawn)
→ ?	.
- O=C(NCCc1ccccc1)C(=O)NCC(c1ccco1)N1CCOCC1 (stereo not drawn)
→ ?	.
- CCOC(=O)C1=C(C)NC(SC)=C(C#N)C1CC(C)C (stereo not drawn)
→ ?	.
- O=C(NCCN1CCOCC1)c1cc(=O)[nH]c2ccc(Br)cc12
→ i	.
- O=C(NCc1ccc(F)cc1)C1CCCN1S(=O)(=O)c1cccc2nsnc12 (stereo not drawn)
→ i	-2
- Cc1ccc(S(=O)(=O)NNC(=O)Nc2ccccc2F)c(C)c1
→ i	2
- O=C(Nc1ccc2c(c1)OCCO2)c1cccc(Cl)c1
→ i	-24
- CCc1c(C(=O)Nc2ccc(OC)cc2)[nH]c(C)c1C(C)=O
→ ?	.
- Cc1cccc(COc2ccccc2/C=N/Nc2ccc([N+](=O)[O-])cc2)c1
→ ?	.
- N#Cc1cnn(-c2ccccc2)c1NC(=O)CN1CCN(c2ccccc2)CC1
→ -5%	9
- CC(=O)N1CCCc2cc(S(=O)(=O)N(C)Cc3ccccc3)ccc21
→ ?	.
- CCC(O)c1c(-c2ccccc2)nn(C)c1Cl (stereo not drawn)
→ ?	.
- COc1cccc(/C=N/n2c(CO)nc3ccccc32)c1OC
→ ?	.
- COC(=O)CCC(=O)OC1(C)C(=O)C2=CN(CC3CC3)C(c3ccc(OC)cc3)=CC2=C(Br)C1=O (stereo not drawn)
→ -10%	15
- Cc1ccc(Nc2nc3ccccc3n3cnnc23)cc1Cl
→ i	3
- O=C(Nc1nnc(-c2cccs2)o1)c1cccc(C(F)(F)F)c1
→ ?	.
- CCc1ccc(NC(=O)CSc2nnc(-c3ccco3)o2)cc1
→ ?	.
